CCR6 antagonist: blocks CCL20-driven beta-arrestin recruitment at human CCR6. P51684. CHO-K1 CCR6 PathHunter beta-arrestin, luminescence, CCL20-stimulated. inhibition, % at 20 µM. actives 0.49% (n = 340,000). AID 493098;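 active means compounds whose inhibition of the agonist-driven luminescence signal at 20 µM reaches about 50%, limit read from the data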;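 further: cells stimulated with CCL20 at 14 nM final; plate controls were DMSO with CCL20 for no effect and DMSO without agonist for full effect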
Target sequence (P51684 whole entry, looked up): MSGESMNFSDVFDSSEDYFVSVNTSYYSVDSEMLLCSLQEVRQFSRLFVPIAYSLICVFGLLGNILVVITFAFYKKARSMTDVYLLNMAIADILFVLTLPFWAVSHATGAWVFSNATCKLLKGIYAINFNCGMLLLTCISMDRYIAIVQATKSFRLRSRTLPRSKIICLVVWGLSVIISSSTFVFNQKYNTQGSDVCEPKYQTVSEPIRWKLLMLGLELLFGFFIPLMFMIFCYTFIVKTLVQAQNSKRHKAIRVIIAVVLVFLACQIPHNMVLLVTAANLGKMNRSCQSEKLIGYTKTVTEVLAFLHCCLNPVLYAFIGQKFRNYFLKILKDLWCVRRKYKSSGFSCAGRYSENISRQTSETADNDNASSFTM
EBI2 block: EBI2 (human) antagonism. AID 651636. actives 0.81% (n = 360,000). P32249. EBI2 beta-arrestin recruitment, luminescence, 7a,25-OHC stimulated. inhibition, % at 5 µM; in the data active means inhibition above about 38%;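 further: enzyme fragment complementation signal reports receptor beta-arrestin coupling in cells; 0% = agonist plus DMSO wells and 100% = wells without agonist; some results beyond the cut were filed as inactive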
Target sequence (P32249 whole entry, looked up, the tested form may be a part): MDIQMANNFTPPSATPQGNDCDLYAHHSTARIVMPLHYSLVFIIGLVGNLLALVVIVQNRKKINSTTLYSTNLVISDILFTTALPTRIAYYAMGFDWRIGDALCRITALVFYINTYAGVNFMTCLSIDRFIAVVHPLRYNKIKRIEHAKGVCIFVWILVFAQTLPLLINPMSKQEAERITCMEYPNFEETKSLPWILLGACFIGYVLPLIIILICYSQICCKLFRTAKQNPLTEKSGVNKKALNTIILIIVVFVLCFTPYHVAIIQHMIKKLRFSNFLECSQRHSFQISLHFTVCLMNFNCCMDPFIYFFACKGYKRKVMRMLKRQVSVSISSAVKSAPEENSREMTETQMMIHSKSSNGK
ATG4B inh: inhibitors of human ATG4B cysteine protease | AID 504462 | inhibition, % at 8.33 µM | actives 0.51% (n = 340,000) | ATG4B cleavage of LC3-PLA2, NBD-HPC fluorescence, 1 h | Q9Y4P1; in the data active means inhibition above about 40%
APJ antag: APJ receptor antagonism; CHO-K1 APJ beta-arrestin complementation, luminescence; actives 0.32% (n = 330,000); inhibition, % at 20 µM; AID 2521;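 active means inhibition above about 40% at 20 µM, limit read from the data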;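 further: cells challenged with 10 nM apelin-13 agonist together with compound; plate controls were apelin-13 plus DMSO wells for no effect and DMSO wells lacking apelin-13 for full effect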
Gli-Sufu antag: antagonists of Gli-Sufu signaling | actives 0.74% (n = 340,000) | Sufu-KO-LIGHT fibroblasts, Gli luciferase reporter luminescence | AID 588413 | inhibition, % at 5 µM;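 active means inhibition above about 55%, limit read from the data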;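 further: 0% = DMSO-treated cells and 100% = wells with medium but no cells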
APJ agonist: agonists of human APJ apelin receptor; P35414; CHO-K1 APJ PathHunter beta-arrestin, luminescence; 0% DMSO wells, 100% apelin; activation, % at 20 µM; actives 0.11% (n = 330,000);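 active means activation more than six SD over the plate average, tested at 20 µM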;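 further: 0% = DMSO alone and 100% = apelin-13 at 10 nM; some results filed as inactive read as strong as hits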
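Test system: CHO-K1 APJ beta-arrestin complementation cell line. Amount: cell density 1000 per well. Controls: DMSO negative, 10 nM Apelin-13 positive. Signal: luminescent beta-gal fragment complementation, chemiluminescent substrate. Read-out basis: agonist-driven arrestin binding to APJ. Timing: compound stimulation 90 min at 25 °C, detection 60 min.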
CXCR6 inh: inhibitors of human CXCR6 receptor. O00574. CHO-K1 PathHunter CXCR6 beta-arrestin, luminescence. inhibition, % at 20 µM. actives 0.36% (n = 360,000); in the data active means inhibition above about 34%, passing the limit was not always enough;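 further: antagonist mode with CXCL16 agonist at 10 nM final; 0% = 10 nM CXCL16 with DMSO and 100% = unstimulated wells without agonist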
UBC13 inh: inhibitors of human UBC13 polyubiquitin chain formation. TR-FRET. inhibition, % at 20 µM. actives 0.47% (n = 330,000). AID 485273; in the data active means inhibition above about 45%, passing the limit was not always enough
Target sequence (P61088 whole entry, looked up): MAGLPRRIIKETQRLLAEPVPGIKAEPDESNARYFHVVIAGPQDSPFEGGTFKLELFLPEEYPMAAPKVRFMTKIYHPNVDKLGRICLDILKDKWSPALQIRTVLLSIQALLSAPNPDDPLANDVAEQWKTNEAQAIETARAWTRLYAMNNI
An asterisk follows results filed as active; . = not tested or not shown.

SMILES	CCR6 antagonist	EBI2 block	ATG4B inh	APJ antag	Gli-Sufu antag	APJ agonist	CXCR6 inh	UBC13 inh
O=C(NCCCN1CCOCC1)C(=O)NCC1OCCN1S(=O)(=O)c1cc(F)ccc1F (centres undefined)	7	-19	-4	1	-7	5	0	8
COc1cccc(/C=N/Nc2cc(C)nc(-c3ccccc3O)n2)c1O	-7	10	-11	-18	-2	0	12	-15
COCCNC(=O)Cn1cnc2sc(C)c(S(=O)(=O)N3CCC(C)CC3)c2c1=O	4	5	2	0	10	7	-7	1
O=[N+]([O-])c1cccc(-c2nnc3ccccn23)c1	10	.	-4	-9	-2	-1	.	-4
Cc1ccc(S(=O)(=O)n2ccc3c(OCCOCCNCc4ccc(F)cc4)cccc32)cc1	1	9	5	17	12	1	-14	38
CN(C)c1ccc(/C=C2\CCC/C(=C\c3ccccc3)C2=O)cc1	28	22	-2	.	-3	.	15	.
COc1ccccc1NC(=O)CN1CCN(c2ccccc2F)CC1	6	-11	-9	14	28	-4	6	16
COc1ccccc1C(=O)NC(=O)CSc1nnnn1C	11	-5	8	-6	-5	-4	-2	-2
CCCn1nc(C(=O)OCC(=O)Nc2ccc(C)cc2)c2ccccc2c1=O	5	-5	1	0	4	-3	-3	8
COc1ccc(Cl)cc1NC(=O)NCCCl	25	7	-5	20	1	-6	5	12
O=C(/C=C/c1ccc2c(c1)OCO2)NCc1ccco1	0	3	8	0	-25	-2	-4	6
COc1ccc2nc(NC(=O)CCn3cccc3)sc2c1	4	-2	5	-7	6	-2	9	6
CSCCC1NC(=O)N(CC(=O)Nc2ccc3c(c2)OCCO3)C1=O (centres undefined)	7	-3	-8	2	-13	-3	-4	11
CN1c2ccccc2-c2nc3ccccc3n2C1c1ccccn1 (centres undefined)	1	-1	5	-3	6	-5	7	18
COc1ccc(CCc2nc(-c3ccc(-n4cccc4)cc3)no2)cc1	-6	5	3	14	1	-4	-18	-3
COc1cc(CNn2cnnc2)ccc1OCC(=O)NC1CCCCC1	-1	-3	-2	0	-2	0	3	-8
CCc1nnc(NC(=O)C2(C)COC(c3ccc(OC)cc3)OC2)s1 (centres undefined)	-4	-3	-2	16	2	-3	10	-13
CCOC(=O)c1cc2c(=O)c3cc(C)ccc3oc2nc1C	4	13	-1	1	-100	-4	-1	9
CCC(C)(C)NC(=O)Cc1ccc(C)cc1	-2	4	-2	12	-4	-2	-6	-3
CN(C(=O)c1cc2n(n1)C(C(F)(F)F)CC(c1ccco1)N2)c1ccc(OC(F)(F)F)cc1 (centres undefined)	-7	-13	8	-13	1	-1	9	-6
CC(C)CN(CC(C)C)S(=O)(=O)N1CCC(C(=O)NCc2ccc3c(c2)OCO3)CC1	-8	22	-1	4	3	-2	-4	4
CCCCn1c(N)c(N(CCC(C)C)C(=O)COC(=O)c2ccco2)c(=O)[nH]c1=O	-6	-2	-6	-12	-8	-5	-3	-1
CCCCn1c(CCn2nc(C)c(Br)c2C)n[nH]c1=S	5	-6	-3	-3	0	3	0	17
COc1ccc(OCC(=O)Nc2cc3c(cc2C(=O)O)OCCCO3)cc1	8	10	0	14	2	-2	10	3
C=CC(=O)NC(NC(=O)C=C)c1ccccc1F	-10	-2	1	-6	-2	-2	0	-1
CC(NC(=O)CCn1ccc2cc(S(=O)(=O)N3CCCC3)ccc21)c1ccccc1 (centres undefined)	5	3	-4	15	25	-1	6	-5
CCOC(=O)N1CCN(C(=O)Cn2nc(C)c3sc4ccccc4c3c2=O)CC1	-13	-4	-15	6	0	-2	-12	-14
O=C(Nc1ccc2c(c1)OCO2)c1ccc(N2CCCC2)c([N+](=O)[O-])c1	29	11	-6	11	-24	-2	11	-35
CCc1cccc(CC)c1-n1c(SCC(=O)N2CCc3ccccc3C2)nnc1-c1cccnc1	26	15	68*	4	18	17	9	4
O=C(O)C1=C[C@@H](c2csc3ccccc23)C[C@@H](OCc2ccc(CO)cc2)O1	5	-4	2	11	-13	-4	-4	4

One compound at a time, from the list above. Screens in order: CCR6 antagonist	EBI2 block	ATG4B inh	APJ antag	Gli-Sufu antag	APJ agonist	CXCR6 inh	UBC13 inh
`COc1ccc(OCC(=O)Nc2cc3c(cc2C(=O)O)OCCCO3)cc1` across the screens: 8	10	0	14	2	-2	10	3
`CC(C)CN(CC(C)C)S(=O)(=O)N1CCC(C(=O)NCc2ccc3c(c2)OCO3)CC1` across the screens: -8	22	-1	4	3	-2	-4	4
`C=CC(=O)NC(NC(=O)C=C)c1ccccc1F` across the screens: -10	-2	1	-6	-2	-2	0	-1

Carrying on:
SMILES	CCR6 antagonist	EBI2 block	ATG4B inh	APJ antag	Gli-Sufu antag	APJ agonist	CXCR6 inh	UBC13 inh
O=C(Nc1ccc(Nc2ccccc2)cc1)C1CC1	4	6	-9	-18	-11	2	0	5
CC(C)C(C(=O)NC1CCCCC1)N(CC1CCCO1)C(=O)CNS(=O)(=O)c1ccc(F)cc1 (centres undefined)	15	-5	4	13	0	-1	10	-6
CCOc1ccc(S(=O)(=O)NCCC(=O)N2CCCC(C)C2)cc1 (centres undefined)	-1	-3	-5	21	-4	6	-3	4
CCC(CC)c1ncc[nH]1	-15	-9	1	8	-9	-1	-6	6
OCC[C@@H]1C[C@H](O)[C@@H](O)[C@]2(Cc3ccccc3CO2)O1	-2	-36	10	-15	-4	-6	1	-10
Cc1cc(C)n2nc(C(=O)NCC(=O)Nc3ccc(F)c(F)c3)nc2n1	6	-1	10	0	-14	-6	-4	3
CC(=O)c1ccc(N2CCN(S(=O)(=O)c3ccc4ccccc4c3)CC2)cc1	15	0	-5	-2	9	-3	2	10
CC(NS(=O)(=O)c1ccc2c(c1)OCCCO2)C(=O)O (centres undefined)	-1	-6	-6	0	-4	-3	-1	18
COc1ccc(C(=O)CSc2nn3c(=O)c(C(C)(C)C)nnc3s2)cc1	31	3	-20	-6	17	-5	2	-8
CCC(=O)N(CCc1ccccc1)Cc1cc2ccc(OC)cc2[nH]c1=O	6	1	-8	14	22	-3	-10	3
Cc1cc(NC(=O)c2ccc3c(c2)C(=O)N(CC(C)C)C3=O)no1	-7	-7	0	5	-2	0	4	-1
Cc1ccccc1N=Nc1c(C)[nH]n(C(N)=S)c1=O	28	7	-2	20	3	-3	13	-27
CC(C)CCOc1ccc(/C=C2\CCn3c2nc2cc(C(=O)O)ccc2c3=O)cc1	33	-3	97*	.	5	.	4	.
COCCCNC(=O)CSC1=Nc2ccccc2C2=NC(c3ccccc3)C(=O)N12 (centres undefined)	34	-3	-16	17	-8	-6	13	-1
Cn1ccsc1=NC(=O)c1ccc([N+](=O)[O-])o1	-10	-12	-9	-109	-1	16	-2	-17
CCCC(=O)Nc1cc(=O)n(C)c(=O)n1C	-6	-2	3	2	-7	-4	-2	-5
Cc1ccccc1-n1c(Cn2c(=O)sc3ccccc32)nnc1SCC(=O)N1CCOCC1	5	5	-8	52*	0	0	-2	-9
CC(C)N1C(=S)N(Cc2ccco2)C(=O)C1CC(=O)Nc1ccccc1 (centres undefined)	-13	-7	-9	1	-10	-1	0	-8
Cc1ccc(C(=O)O/N=C2\CCS(=O)(=O)c3sccc32)cc1	-5	-20	-10	-10	7	-2	-1	-3
Cc1cc(-c2ccc([N+](=O)[O-])cc2)nc2ccccc12	8	4	-11	-24	-19	2	-5	-6
Cc1cc(NS(=O)(=O)c2ccc(NC(=O)Cc3ccc(Cl)c(Cl)c3)cc2)no1	0	-1	-14	8	-4	-4	-3	-2
Cc1ccc(NC(=O)c2cc(C)nn2-c2ccccc2)cc1	4	-2	-2	2	1	-1	3	0
COC(CNC(=O)CNC(=S)N(Cc1ccccc1)Cc1cccs1)OC	0	12	7	-2	5	-5	-4	-3
COc1ccc(CNc2ccc(S(N)(=O)=O)cc2)c(OC)c1OC	10	3	-6	-2	-4	-3	2	-10
CCOC(=O)c1cc(CC)sc1NC(=O)COc1ccc2c(C)cc(=O)oc2c1	-2	1	-7	-3	5	-2	4	-2
CC(C)NC(=O)CC(=O)N/N=C\c1ccccc1C(=O)O	9	4	-7	-3	-3	-1	-16	0
COc1ccc(Cl)cc1S(=O)(=O)N1CCN(C(=O)COc2ccccc2)CC1	-7	21	-6	1	4	-1	-6	8
COC(=O)c1cccc(NC(=O)CCN2C(=O)C3CC=CCC3C2=O)c1 (centres undefined)	11	-5	-1	-4	-12	-2	10	5
CCOC(=O)C1(CCOC)CCN(C(=O)Cc2ccsc2)CC1	10	-2	-5	3	-3	0	-8	0
CC(=O)c1cccc(NC(=O)CSc2nc(=O)n(CCN3CCOCC3)c3c2CCC3)c1	0	-5	5	6	-3	-1	-6	0

Sorted by formula weight (falling): some entries from above.
SMILES	CCR6 antagonist	EBI2 block	ATG4B inh	APJ antag	Gli-Sufu antag	APJ agonist	CXCR6 inh	UBC13 inh
Cc1cc(NS(=O)(=O)c2ccc(NC(=O)Cc3ccc(Cl)c(Cl)c3)cc2)no1	0	-1	-14	8	-4	-4	-3	-2
COc1ccc(Cl)cc1S(=O)(=O)N1CCN(C(=O)COc2ccccc2)CC1	-7	21	-6	1	4	-1	-6	8
COc1ccc(CNc2ccc(S(N)(=O)=O)cc2)c(OC)c1OC	10	3	-6	-2	-4	-3	2	-10

Four of these compounds, reformatted:
Structure: COc1cc(CNn2cnnc2)ccc1OCC(=O)NC1CCCCC1
  CCR6 antagonist: -1
  EBI2 block: -3
  ATG4B inh: -2
  APJ antag: 0
  Gli-Sufu antag: -2
  APJ agonist: 0
  CXCR6 inh: 3
  UBC13 inh: -8
Structure: CCc1nnc(NC(=O)C2(C)COC(c3ccc(OC)cc3)OC2)s1 (centres undefined)
  CCR6 antagonist: -4
  EBI2 block: -3
  ATG4B inh: -2
  APJ antag: 16
  Gli-Sufu antag: 2
  APJ agonist: -3
  CXCR6 inh: 10
  UBC13 inh: -13
Structure: CCOC(=O)c1cc2c(=O)c3cc(C)ccc3oc2nc1C
  CCR6 antagonist: 4
  EBI2 block: 13
  ATG4B inh: -1
  APJ antag: 1
  Gli-Sufu antag: -100
  APJ agonist: -4
  CXCR6 inh: -1
  UBC13 inh: 9
Structure: CCC(C)(C)NC(=O)Cc1ccc(C)cc1
  CCR6 antagonist: -2
  EBI2 block: 4
  ATG4B inh: -2
  APJ antag: 12
  Gli-Sufu antag: -4
  APJ agonist: -2
  CXCR6 inh: -6
  UBC13 inh: -3

Other compounds follow.
SMILES	CCR6 antagonist	EBI2 block	ATG4B inh	APJ antag	Gli-Sufu antag	APJ agonist	CXCR6 inh	UBC13 inh
CC(C)N1CC23C=CC(O2)C(C(=O)OCc2ccccc2)C3C1=O (centres undefined)	5	-5	0	13	-20	-3	9	-2
COc1ccc(C(CCc2ccc(C)o2)NC(=O)Nc2ccc(OC)cc2OC)cc1 (centres undefined)	0	19	19	-8	0	-4	2	10
CCOC(=O)C1(CCOc2ccccc2)CCN(Cc2cccn2-c2ncccn2)CC1	3	15	-2	24	2	-3	6	10
CCC1=NN(C(=O)c2cccnc2)C(O)(C(F)(F)F)C1 (centres undefined)	4	-10	-1	3	-4	-2	-1	4
CCn1c(SCC(=O)Nc2ccc(Br)cc2)nc2sc3c(c2c1=O)CCN(C)C3	22	3	-7	6	-6	-2	-7	18
c1cc(C2CCCCC2)ccc1Oc1nc(N2CCOCC2)nc(N2CCOCC2)n1	15	10	-9	15	3	-5	1	-8
COC(=O)c1ccccc1NC(=O)NCc1ccc2c(c1)OCO2	7	-3	-4	16	10	-2	-4	4
Cc1ccc(S(=O)(=O)NC(N)=NCCc2ccccc2)cc1C	10	-7	3	-6	3	-3	6	1

High-throughput results (PubChem BioAssay)
